GC-B act = GC-B (human) receptor activation; activation, % at 10 µM; HEK293-GC-B cells, CNP EC30, cGMP TR-FRET; 0% at EC30 CNP, 100% saturating CNP; AID 1920062; 0.11% of 370,000 active;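 active = activation at 10 µM reaching about 35% in either raw or pattern-adjusted values, limit read from the data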
NR1D1 modulator = modulates human Rev-erb alpha binding to DNA | activity, % at 10 µM | Rev-erbα–FITC-DNA binding, fluorescence polarization, 90 min | AID 1259318 | P20393 | 0.79% of 370,000 active;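 active = activity above about 14%, limit read from the data; passing the limit was not always enough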;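 also: 0% = DMSO wells with 35 nM protein and 100% = DMSO wells with 750 nM protein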
Target sequence (P20393 whole entry, looked up): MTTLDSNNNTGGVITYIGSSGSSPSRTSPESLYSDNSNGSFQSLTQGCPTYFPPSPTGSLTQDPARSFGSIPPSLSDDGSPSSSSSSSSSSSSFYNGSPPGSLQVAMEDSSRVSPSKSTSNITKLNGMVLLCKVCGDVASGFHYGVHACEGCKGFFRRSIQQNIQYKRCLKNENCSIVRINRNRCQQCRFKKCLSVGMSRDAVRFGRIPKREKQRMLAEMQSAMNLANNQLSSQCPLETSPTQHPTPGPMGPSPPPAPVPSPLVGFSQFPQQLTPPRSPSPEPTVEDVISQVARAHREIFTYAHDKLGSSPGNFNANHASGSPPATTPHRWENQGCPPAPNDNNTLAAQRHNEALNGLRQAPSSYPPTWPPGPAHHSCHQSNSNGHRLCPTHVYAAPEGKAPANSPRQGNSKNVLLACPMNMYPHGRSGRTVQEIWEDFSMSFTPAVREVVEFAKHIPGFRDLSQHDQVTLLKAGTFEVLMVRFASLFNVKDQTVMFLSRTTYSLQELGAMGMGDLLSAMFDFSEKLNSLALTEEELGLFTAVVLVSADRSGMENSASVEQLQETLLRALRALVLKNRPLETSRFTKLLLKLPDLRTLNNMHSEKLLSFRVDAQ
ARFGAP1 inhibitor = inhibits rat ARF GTPase activating protein 1 | Q62848 | Arfgap1-stimulated ARF1 GTP hydrolysis, GDP FP detection | inhibition, % at 16.5 µM | 0.26% of 360,000 active;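 active = inhibition above a per-plate limit, mean inhibition of low control wells plus 3 SD, cut at about 25% in these data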;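 also: 0% = DMSO wells with enzyme and 100% = wells lacking Arfgap1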
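Repeats: one replicate per compound; assay system: rat Arfgap1 catalytic domain, aa 1-136; times: enzyme reaction 120 min at 25 °C after 20 min preincubation; detection: FP of antibody-bound GDP Alexa 633 tracer, ex 620/em 688 nm; benchmarks: high control wells lacking Arfgap1, low control full reaction with DMSO; reagent: human ARF1(Δ1-17)-GTP substrate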
GC-A act = GC-A (human) enzyme activation | P16066 | HEK293 GC-A cells, cGMP TR-FRET, EC30 ANP; 0% at EC30 ANP, 100% saturating ANP | activation, % at 10 µM | 0.14% of 370,000 active; in the data active = activation above about 40%
SMARCA2 act = activators of SMARCA2 function. MG213 cells, MMTV-luciferase reporter, dexamethasone, overnight. activation, % at 9.1 µM. 1% of 370,000 active. AID 652017; in the data active = activation above about 7.8%;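 also: 0% = vehicle wells and 100% = reference activator wells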
PG9 Ab binder = small molecules binding HIV-1 gp120 antibody PG9; TR-FRET gp120-PG9 antibody binding; inhibition, % at 6.7 µM; 0.43% of 360,000 active; in the data active = inhibition above about 8.5%
mABHD4 FP = ABHD4 (mouse) inhibition, primary FP screen. Q8VD66. purified mABHD4, FP-Rh probe fluorescence polarization. inhibition, % at 8.92 µM. 0.54% of 370,000 active;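 active = inhibition exceeding the mean over every tested compound plus 3 SD, cut at about 30% in these data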;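 also: 0% = plate median of compound wells and 100% = S159A mutant with DMSO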
Target sequence (Q8VD66 whole entry, looked up): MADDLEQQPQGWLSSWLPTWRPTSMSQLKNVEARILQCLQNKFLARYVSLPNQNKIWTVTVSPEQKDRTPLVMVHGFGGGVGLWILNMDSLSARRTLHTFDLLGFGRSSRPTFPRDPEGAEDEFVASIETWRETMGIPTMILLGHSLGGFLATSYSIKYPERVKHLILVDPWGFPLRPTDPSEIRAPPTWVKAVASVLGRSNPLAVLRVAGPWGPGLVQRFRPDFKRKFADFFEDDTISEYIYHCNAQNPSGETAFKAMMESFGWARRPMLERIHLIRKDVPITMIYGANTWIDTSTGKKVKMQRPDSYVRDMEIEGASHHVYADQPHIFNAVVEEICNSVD
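Assay system: mABHD4 protein; medium: HEPES pH 7.0, NaCl, Pluronic buffer; dosing: 8.92 µM, single dose; schedule: 45 min + 60 min at 25 °C; signal: FP readout, ex 525 nm / em 598 nm; read-out: normalized percent inhibition of probe labeling; repeats: single replicate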
rCAG RNA binder = r(CAG) repeat RNA binding | 1.3% of 370,000 active | inhibition, % at 3 µM | TO-PRO-1 dye displacement fluorescence | AID 651821;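 active = inhibition above the plate cutoff, the mean of all test compounds on that plate plus 3 SD, cut at about 35% in these data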;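 also: 0% = DMSO alone and 100% = 100 µM mitoxantrone as full dye displacement; higher means more dye released from RNA so lower well fluorescence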
HTRA1 inh = blocks human HTRA1 serine peptidase; 0.5% of 340,000 active; recombinant HTRA1, FP-rhodamine activity-based probe, fluorescence polarization; inhibition, % at 5.96 µM; in the data active = inhibition above about 36%;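 also: 0% = enzyme with DMSO and 100% = wells lacking enzyme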
ASAP1 inh = inhibitors of human ASAP1 ArfGAP activity. Q9ULH1. ASAP1-stimulated ARF1 GTP hydrolysis, GDP FP detection. inhibition, % at 16.5 µM. 0.19% of 360,000 active; in the data active = inhibition above about 25%;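 also: 0% = vehicle with enzyme and substrate and 100% = no enzyme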
Active calls of the source: *; . = not tested or not shown.

| item | SMILES | GC-B act | NR1D1 modulator | ARFGAP1 inhibitor | GC-A act | SMARCA2 act | PG9 Ab binder | mABHD4 FP | rCAG RNA binder | HTRA1 inh | ASAP1 inh |
| --- | --- | --- | --- | --- | --- | --- | --- | --- | --- | --- | --- |
| 1 | Cc1ccc(C(=O)N/C(=C\c2sccc2C)C(=O)NCc2ccncc2)cc1 | 1 | -1 | 1 | 2 | 0 | -0.5 | -6 | 0 | 2 | -13 |
| 2 | COc1ccc(C2=Nn3c(nnc3C(F)(F)F)SC2)cc1 | 0 | 3 | 11 | 1 | -3 | 0.5 | 3 | 4 | -6 | 4 |
| 3 | COCCN(C(=O)CCC(=O)Nc1nccs1)C(C(=O)NC(C)(C)C)c1ccc(Cl)cc1 (stereo unspecified) | -7 | 4 | 4 | -3 | 2 | -1.1 | 1 | -11 | 4 | -8 |
| 4 | Cc1cc(OCCCn2ccnc2)cc(C(C)C)c1 | 0 | -6 | 0 | 1 | -3 | -1.0 | 10 | -3 | 0 | -5 |
| 5 | CC(C)c1cc(C(=O)N/N=C/c2cccnc2)cs1 | -6 | -6 | 4 | 5 | 2 | -1.4 | -3 | 0 | 4 | 7 |
| 6 | O=C(CCC(=O)c1ccc(Br)cc1)Nc1cccnc1 | -1 | 1 | 1 | 6 | -1 | 0.1 | -2 | -1 | -8 | 3 |
| 7 | CCN(CC(=O)Nc1c(F)cccc1F)C(=O)CNC(=O)c1sc2ccccc2c1Cl | 1 | -1 | 1 | 1 | 0 | 6.6 | -1 | 2 | 6 | 15 |
| 8 | CCN(CC)CC(=O)N(CC(=O)Nc1c(C)cc(C)cc1C)C1CCCCC1 | 2 | 9 | 12 | 2 | 2 | 1.6 | 5 | -6 | -1 | -10 |
| 9 | O=C(Nc1ccc(Oc2ccccc2)cc1)c1csc(COCCO)n1 | -8 | 15* | 4 | 6 | -8 | -1.6 | -9 | 0 | . | 0 |
| 10 | CCOc1ccc(S(=O)(=O)NC2CC2)cc1C(N)=O | 6 | -3 | 2 | 3 | -3 | -1.5 | 1 | -1 | 3 | 12 |
| 11 | Cc1cc(Nc2ccc(C(=O)O)cc2)n2nc(C)nc2n1 | 2 | 1 | 5 | -2 | 0 | 0.9 | 1 | 3 | 8 | 10 |
| 12 | COc1cccc(-n2ccnc2SCC(=O)NCc2ccccc2)c1 | -2 | -1 | 4 | -1 | 0 | 0.1 | -3 | -2 | 1 | -6 |
| 13 | O=C(CN1CCN(c2ccccn2)CC1)NC1CCCCC1 | 2 | -3 | -10 | -1 | 0 | -4.0 | 0 | -9 | 7 | -6 |
| 14 | Cn1c(C(=O)N/N=C/c2ccccc2)cc2ccccc21 | -3 | -3 | -5 | -4 | 4 | -2.4 | 3 | 0 | -17 | 7 |
| 15 | O=C(/C=C/c1cccc([N+](=O)[O-])c1)NCc1ccco1 | -4 | 5 | -5 | 1 | -2 | -0.2 | 5 | 2 | 0 | 10 |
| 16 | C=CCSC1=C(C#N)C(c2ccccc2OC)CC(=O)N1 (stereo unspecified) | 2 | 1 | 8 | 2 | 0 | -1.1 | -5 | 2 | -6 | 1 |
| 17 | COc1ccc(C2NC(=O)NC(C)=C2C(=O)OCc2ccc3c(c2)OCO3)cc1OC (stereo unspecified) | 4 | 6 | 1 | -4 | -3 | 1.0 | -11 | -2 | 2 | -3 |
| 18 | Cc1[nH]n(-c2ccccc2)c(=O)c1/C=C1/C=c2ccccc2=N1 | 0 | 3 | -4 | 3 | 0 | 0.9 | 7 | 11 | 6 | 3 |
| 19 | COc1ccc(NC(=O)Cc2c(Cl)cccc2Cl)cn1 | 3 | -5 | 0 | -2 | 1 | 1.9 | 1 | 1 | 6 | 0 |
| 20 | O=C(COc1ccc(Cl)cc1)Nc1ccc2c(c1)C(=O)NC2=O | 1 | 2 | 1 | -2 | -3 | -1.5 | 1 | 0 | 0 | 4 |
| 21 | O=C(Nc1ccc2c(c1)OCO2)C1Cc2c(-c3ccc(Cl)cc3)ccnc2O1 (stereo unspecified) | 3 | 3 | 3 | 4 | -2 | -2.3 | 18 | 5 | . | -7 |
| 22 | CCc1cccc2c(C(=O)CSc3nncn3-c3ccccc3OC)c[nH]c12 | -2 | 5 | 5 | -3 | -2 | -2.2 | -5 | 7 | -28 | 7 |
| 23 | NC(=O)c1cc2cc(Cl)ccc2oc1=O | 1 | 2 | -10 | -1 | 2 | 0.5 | 2 | 2 | 0 | -2 |
| 24 | Cc1ccc(-n2c(CNc3ccc(C)c(Cl)c3)n[nH]c2=S)cc1 | -2 | -3 | 3 | 2 | 0 | 0.0 | 8 | 13 | -6 | 5 |
| 25 | COc1ccc(OC)c(C2CC(=O)N3CN(c4ccccc4F)CSC3=C2C#N)c1 (stereo unspecified) | 6 | 3 | -7 | 0 | 3 | 2.4 | 3 | 34 | -5 | -4 |
| 26 | Nc1nonc1C(=O)N1CCCC1 | 2 | -5 | -10 | -4 | -4 | 0.7 | -2 | -3 | 7 | -5 |
| 27 | Cc1ccc(/C=C2\Sc3ccccc3C2=O)s1 | -1 | 4 | -3 | -9 | 2 | -1.1 | -12 | 15 | -15 | 9 |
| 28 | CC1(c2ccc3noc(-c4ccc(F)cc4)c3c2)OCCO1 | 0 | 9 | 3 | 2 | -2 | -0.9 | 2 | -5 | 0 | 4 |
| 29 | CC(=O)c1cc(-c2ccc(Oc3ccccc3)cc2)c(=O)n2c1CCC2 | -12 | 6 | . | 5 | -1 | . | -2 | 4 | . | . |
| 30 | CCCCc1c(C)[nH]c2nc3ccccc3n2c1=O | 1 | -12 | -3 | 0 | 3 | 2.4 | 4 | -2 | 1 | 10 |
| 31 | CCC(Sc1nc(-c2ccccc2)c(C#N)c(=O)[nH]1)C(=O)Nc1cc(C)on1 (stereo unspecified) | 1 | -1 | 0 | 8 | -2 | 28* | -14 | 50* | -10 | 1 |
| 32 | Cc1cc(C)cc(N(CC(=O)NCC2CCCO2)S(=O)(=O)c2c(C)noc2C)c1 (stereo unspecified) | -10 | 3 | -9 | 1 | -1 | -1.9 | 1 | 0 | -6 | 9 |
| 33 | COc1ccc(-c2cc(C(=O)N(C)CC(=O)Nc3ccccc3Br)c3ccccc3n2)cc1OC | -1 | 4 | 17 | 2 | 1 | 2.1 | -5 | 4 | -19 | -5 |
| 34 | Cc1ccc(-n2c3c(cc(C(=O)NC4CCSC4=O)c2=O)C(=O)CCC3)cc1 (stereo unspecified) | -5 | -2 | 13 | 0 | 2 | 1.4 | -1 | -1 | 4 | 8 |
| 35 | CCSC1=NCCN1C(=O)C(C)(C)Oc1ccc(Cl)cc1 | 0 | -6 | 3 | -5 | 3 | -0.7 | 0 | -6 | -3 | 4 |
| 36 | O=C(CNc1ccc(Cl)cc1)NNC(=S)NCc1ccccc1 | 2 | 5 | 2 | 1 | 0 | 1.7 | 9 | 5 | 0 | 3 |
| 37 | CCOC(=O)C1C(=O)CC(=O)C(C(=O)OCC)C1c1ccc(O)cc1 (stereo unspecified) | 2 | 10 | 4 | -2 | 3 | -1.6 | -1 | 36* | 3 | 3 |
| 38 | COC(=O)c1ccc2c(c1)C(C)(C)C(/C=C/c1ccccc1O)=[N+]2C | -2 | -6 | 10 | -8 | 0 | -2.5 | -223 | -37 | -161 | 8 |
| 39 | COc1ccc(CNC(=O)C[C@H]2C(=O)N(Cc3ccc(OC)cc3)C[C@@H]2Cc2ccccc2)cc1 | -11 | -3 | 3 | -9 | 0 | 1.5 | -16 | 0 | -12 | 0 |
| 40 | CCOc1ccc(N/C(C)=C\C(=O)c2ccc3c(c2)OCCO3)cc1 | -2 | -3 | 0 | 3 | 0 | -2.7 | -4 | -5 | 8 | 7 |

Random excerpt: 6 compounds from above.
| item | SMILES | GC-B act | NR1D1 modulator | ARFGAP1 inhibitor | GC-A act | SMARCA2 act | PG9 Ab binder | mABHD4 FP | rCAG RNA binder | HTRA1 inh | ASAP1 inh |
| --- | --- | --- | --- | --- | --- | --- | --- | --- | --- | --- | --- |
| 40 | CCOc1ccc(N/C(C)=C\C(=O)c2ccc3c(c2)OCCO3)cc1 | -2 | -3 | 0 | 3 | 0 | -2.7 | -4 | -5 | 8 | 7 |
| 7 | CCN(CC(=O)Nc1c(F)cccc1F)C(=O)CNC(=O)c1sc2ccccc2c1Cl | 1 | -1 | 1 | 1 | 0 | 6.6 | -1 | 2 | 6 | 15 |
| 2 | COc1ccc(C2=Nn3c(nnc3C(F)(F)F)SC2)cc1 | 0 | 3 | 11 | 1 | -3 | 0.5 | 3 | 4 | -6 | 4 |
| 16 | C=CCSC1=C(C#N)C(c2ccccc2OC)CC(=O)N1 (stereo unspecified) | 2 | 1 | 8 | 2 | 0 | -1.1 | -5 | 2 | -6 | 1 |
| 14 | Cn1c(C(=O)N/N=C/c2ccccc2)cc2ccccc21 | -3 | -3 | -5 | -4 | 4 | -2.4 | 3 | 0 | -17 | 7 |
| 22 | CCc1cccc2c(C(=O)CSc3nncn3-c3ccccc3OC)c[nH]c12 | -2 | 5 | 5 | -3 | -2 | -2.2 | -5 | 7 | -28 | 7 |

Further structures:
| item | SMILES | GC-B act | NR1D1 modulator | ARFGAP1 inhibitor | GC-A act | SMARCA2 act | PG9 Ab binder | mABHD4 FP | rCAG RNA binder | HTRA1 inh | ASAP1 inh |
| --- | --- | --- | --- | --- | --- | --- | --- | --- | --- | --- | --- |
| 41 | O=C(NC12CC3CC(CC(C3)C1)C2)N1CCCC(CO)C1 (stereo unspecified) | 1 | -2 | 0 | 2 | -1 | 1.4 | -9 | -1 | 2 | 4 |
| 42 | O=C(Nc1ccc(OCc2ccccc2)cc1)Nc1cccnc1 | -4 | 6 | 0 | 1 | 1 | -0.4 | 3 | 3 | 6 | 3 |
| 43 | CC(=O)NC(C)C(=O)OCC(=O)Nc1ccc(Br)cc1 (stereo unspecified) | 6 | -2 | 6 | -4 | 5 | -1.8 | -4 | -3 | -3 | 10 |
| 44 | COc1ccc([C@H]2C[C@H](O)[C@@H](n3cc(COC(=O)c4ccccc4)nn3)CN2C(=O)C2CCCCC2)cc1 | -5 | 1 | 2 | 3 | -4 | -1.0 | -4 | 4 | -29 | 8 |
| 45 | CCN(CC(=O)NCc1ccc(Cl)cc1)C(=O)CSc1cccc(C(F)(F)F)c1 | -2 | 1 | 2 | -13 | 0 | -2.4 | -4 | -3 | -14 | 9 |
| 46 | Cc1ccc(Nc2n[nH]c(C)c2[N+](=O)[O-])c(C)c1 | -7 | 6 | 11 | 1 | 4 | 0.2 | 5 | 1 | -3 | 0 |
| 47 | CCCCn1c(N)c(N(CCOC)C(=O)c2cc(-c3ccc(OC)cc3)nc3ccccc23)c(=O)[nH]c1=O | 2 | 1 | 7 | -3 | -1 | 0.1 | -4 | 3 | -12 | 2 |
| 48 | C=CCN(CC=C)Cc1c(C)[nH]c2ccc(C(=O)OCC)cc2c1=O | 1 | 0 | -8 | 1 | -1 | -0.5 | 3 | -2 | -4 | -14 |
| 49 | CCC(CC)c1nnc(NC(=O)c2cc([N+](=O)[O-])ccc2N2CCCCC2)s1 | -3 | -1 | 11 | -4 | -1 | -1.3 | 5 | 1 | 1 | 17 |

Bioassay records: PubChem BioAssay, several laboratories
